RXFP1 antagonist: antagonists of human relaxin receptor RXFP1. AID 1259400. activity change, negative = inhibition, % at 57.5 µM. actives 0.59% (n = 350,000). HEK293-RXFP1, relaxin-stimulated cAMP HTRF, 30 min; active compounds read low. Q9HBX9;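 active means activity change of -60% or lower, but not beyond a set lower limit; inconclusive means change between -60% and -40%, or beyond the set limit; inactive means change above -40%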
Pol eta inh: inhibitors of human DNA polymerase eta; actives 1.2% (n = 390,000); recombinant Pol eta, fluorescent DNA replication assay; Potency, µM (titrated, usually from 114 µM), inactives show at the top dose activity change, negative = inhibition, hits mostly inhibitors; further: potency means the concentration at half of the fitted maximal effect
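Fluorescent replication assay: 50 nM final substrate added after a 15 min room-temperature compound preincubation with 10 nM enzyme. Signal taken at 0 min and again at 10 min.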
Tb PGK inh: inhibitors of T. brucei phosphoglycerate kinase; P07378; PGK/GAPDH coupled, Kinase-Glo luminescence, 60 min; Potency, µM (highest dose often 57.5 µM), for inactives: at the top dose activity change, negative = inhibition, most hits filed as inhibitors; actives 0.043% (n = 380,000); AID 602233; further: potency means the concentration at half of the fitted maximal effect; nearly all actives have a fitted effect of over 60% in size
Target sequence (P07378 whole entry, looked up): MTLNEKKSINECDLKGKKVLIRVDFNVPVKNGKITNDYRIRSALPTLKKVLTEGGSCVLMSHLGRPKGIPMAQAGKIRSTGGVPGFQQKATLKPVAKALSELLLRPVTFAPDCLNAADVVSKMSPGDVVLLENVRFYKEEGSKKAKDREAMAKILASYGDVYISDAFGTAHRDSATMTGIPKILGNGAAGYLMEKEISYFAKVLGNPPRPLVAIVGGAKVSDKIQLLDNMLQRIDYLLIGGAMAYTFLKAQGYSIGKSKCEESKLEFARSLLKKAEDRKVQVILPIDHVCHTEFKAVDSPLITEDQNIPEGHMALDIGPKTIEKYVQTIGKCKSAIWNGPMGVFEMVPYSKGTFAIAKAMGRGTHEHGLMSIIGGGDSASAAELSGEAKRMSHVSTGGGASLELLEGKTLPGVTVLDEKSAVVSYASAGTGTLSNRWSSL
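Recombinant glycosomal PGK reaction used 1,3-bisphosphoglycerate generated in-well by GAPDH (100nM final) in 100mM TEA pH 7.6, 5mM MgCl2, 0.01% Tween-20. After 60 minutes at room temperature, ATP was read by Kinase-Glo Plus luminescence end-point.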
Starred values were filed as active, the others as inactive; i = inactive; ? = inconclusive. Unless noted, the call rests on the fitted dose curve; in most records, active means well fitted curve in the direction sought with a large enough effect; inconclusive means small, poorly fitted or top-dose-only effect, or another doubt; inactive means no such curve, though single readings can be large; an effect the other way counts as inactive or inconclusive. On the % scale 0 is the no-effect control and ±100 the full control effect. The list is partial, so the mix of outcomes need not match the whole.

SMILES	RXFP1 antagonist	Pol eta inh	Tb PGK inh
COc1ccc(/C=C(/NC(=O)c2ccc(Br)cc2)C(=O)Nc2cccc(C(=O)O)c2)cc1	9	-5%	-5%
O=C(NCc1ccc2c(c1)OCO2)C(=O)NCC1OCCCN1S(=O)(=O)c1ccccc1 (centres undefined)	1	-8%	0%
CC(C)OCCCNC(=S)N1CCC(C(=O)c2ccc(F)cc2)CC1	5	-9%	i
CCc1cccc(CC)c1N1C(=O)CC(Sc2ccccc2N)C1=O (centres undefined)	-5	-18%	-7%
O=C(C1CCCCC1)N1C[C@H](n2cc(C3CC3)nn2)[C@@H](O)C[C@@H]1c1ccccc1	-2	-7%	-10%
COc1ccc(C2=CCCCCC2)cc1OC	12	-6%	-10%
COc1ccc(/C=C(/NC(=O)c2ccc(Br)o2)C(=O)Nc2cccc(C(=O)O)c2)cc1	1	-4%	i
COc1ccc(N2CCN(CCCn3cnc4c(OC)ncnc43)CC2)cc1	-1	-6%	-5%
CN(c1ccccc1)S(=O)(=O)c1ccc(C(=O)N2CCN(c3ccccc3)CC2)cc1	6	2%	i
COc1ccc([C@H]2N[C@]3(CCCN(Cc4ccco4)C3=O)[C@H]3C(=O)N(Cc4ccccc4)C(=O)[C@@H]23)cc1	1	-13%	0%
COc1ccc(Cl)cc1C(=O)OCC(=O)c1c(N)n(C)c(=O)n(C)c1=O	3	-6%	-10%
COc1cccc(/C=C/C(=O)OCC(=O)Nc2ccc3c(c2)OCCO3)c1	-2	2%	-8%
CN(N=Nc1ccccc1C(=O)O)C1CCCCC1	6	2%	-1%
COC(=O)c1cc([N+](=O)[O-])c(C)c(C)n1	-3	-13%	-5%
Cc1cccc(CN(C)C[C@@H]2OCc3cnnn3CCCC(=O)N([C@H](C)CO)C[C@H]2C)c1	-5	-9%	-1%
CC(C)(C)N(Cc1ccccc1)C(=O)COC(=O)Cn1[nH]c(=O)c2ccccc2c1=O	-3	-8%	0%
CCCCNc1nc2c(c(=O)[nH]c(=O)n2C)n1CCCc1ccccc1	1	-3%	-8%
C[C@H]1CN([C@@H](C)CO)C(=O)CCCn2nncc2CO[C@@H]1CN(C)Cc1ccncc1	6	-7%	2%
Cc1nn(-c2ccccc2)nc1C(=O)Nc1cccc(C(=O)NC2CC2)c1	2	-14%	-1%
CCS(=O)(=O)C1C(=O)N(C)C(S(=O)(=O)CC)C(=O)N1C (centres undefined)	0	-6%	i
Cc1c(C(=O)/C=C/c2ccccc2F)c2cc(O)ccc2n1C	4	-14%	-13%
Clc1ccc(NN(Cc2ccncc2)c2ccc(Cl)cc2)cc1	-10	-24%	i
CCCCN1C(=O)C(CC(=O)NCc2cccc3ccccc23)CC(C(=O)N2CCOCC2)=C1C (centres undefined)	-7	-15%	-6%
O=C(Nc1ccc(S(=O)(=O)NC2=NCCCCC2)cc1)c1cccc(OC(F)F)c1	-2	-18%	-7%
C#CCN(C[C@@H]1[C@@H](OC(=O)Nc2cccs2)[C@@H](OC(=O)Nc2cccs2)Cn2c(=O)n(CCCCCC)c(=O)n21)S(=O)(=O)c1ccc(C)cc1	4	-4%	1%
COc1cc(C#N)ccc1OCC(=O)Nc1cccc(S(=O)(=O)N(C)c2ccccc2)c1	0	-11%	i
CN(CC(=O)Nc1cc(Cl)ccc1-n1cncn1)Cc1ccccc1N1CCOCC1	-7	-2%	-7%
C[C@H]1CN([C@@H](C)CO)C(=O)CCCn2nncc2CO[C@@H]1CN(C)C(=O)NC1CCCCC1	11	-19%	-8%
Cc1ccc(C)c(NC(=O)CN(C)C(=O)c2ccccn2)c1	5	-8%	-3%
Cc1nnc(SCC(=O)NC2CCCCC2)n1-c1ccccc1	4	-7%	-8%
COc1ccc(OC)c(CCNC(=O)Cc2ccc(NC(=O)C3=C(C)OCCS3)cc2)c1	-4	1%	-2%
O=C(NN=Cc1ccc2c(c1)CCC2)c1cccc([N+](=O)[O-])c1	-10	7%	-3%
COCCCn1c(SCC(=O)c2c(N)n(C3CC3)c(=O)[nH]c2=O)nnc1-c1ccccc1Cl	-6	-5%	1%
COc1ccc(NS(=O)(=O)c2cccc(C(=O)N3CCN(C/C=C/c4ccccc4)CC3)c2)cc1	-1	-25%	1%
C[C@@H]1CCCCO[C@H](CN(C)Cc2ccc(C(=O)O)cc2)[C@H](C)CN([C@@H](C)CO)C(=O)c2cc(NC(=O)Nc3ccc(C(F)(F)F)cc3)ccc2O1	8	10%	0%
C[C@@H]1CN([C@@H](C)CO)S(=O)(=O)c2ccc(Br)cc2O[C@@H]1CN(C)Cc1cccnc1	4	-7%	i
Nc1nccc(N2CCCCC2)n1	2	-5%	i
COc1ccc(/C=C/C(=O)OCC(=O)NC2CCCCCC2)cc1	9	-1%	-9%
Cn1c(-c2ccccc2)cc(=O)cc1-c1ccccc1	2	-1%	i
Cc1ccc(S(=O)(=O)NCc2cccc([N+](=O)[O-])c2)cc1	-2	-15%	-9%
COc1ccc(-c2ccc(CN3C(CC(C)C)C(=O)N(Cc4cn(Cc5ccco5)nn4)CCS3(=O)=O)cc2)cc1 (centres undefined)	8	6%	-5%
Cc1ccc(S(=O)(=O)N(C)C[C@H]2Oc3cc(Br)ccc3S(=O)(=O)N([C@H](C)CO)C[C@@H]2C)cc1	-10	-8%	-9%
COc1ccc(OCC(=O)Nc2ccc3c(c2)nc(CCN2CCN(c4ccccn4)CC2)n3C)cc1	-1	-11%	-8%
CN(Cc1ccccc1)C(=O)COC(=O)c1c[nH]c2ccccc12	13	-6%	3%
CSc1ncnc2c1ncn2CCCNCCCc1ccccc1	7	-17%	-9%
C[C@H]1CN([C@@H](C)CO)C(=O)c2cc(C3=CCCC3)cnc2O[C@@H]1CN(C)C(=O)c1ccncc1	5	-4%	i
COc1cccc(-n2cc(CN(C)C(=O)C3CCC(=O)N(C4CC4)C3)cn2)c1 (centres undefined)	3	-4%	-5%
C[C@@H]1CN([C@@H](C)CO)C(=O)CCCn2nncc2CO[C@H]1CN(C)C(=O)Nc1ccnc(N2CCOCC2)c1	1	-4%	-4%
Cc1ccc(-c2cnc3c(c2)C(=O)N([C@H](C)CO)C[C@@H](C)[C@@H](CN(C)C(=O)Cc2ccccc2)O3)cc1	-3	-16%	4%
COCCCN1C(=O)C(CC(=O)NCC2CCCCC2)CC(C(=O)N2CCOCC2)=C1C (centres undefined)	7	-18%	-12%
CCOc1ccc(OCC(=O)N2CCN(S(=O)(=O)c3ccccc3)CC2)cc1	4	-8%	4%
CCOc1ccc(N=Cc2ccc(N(C)C)cc2)c(O)c1	6	?	i
O=C1C2C3C=CC(CC3)C2S(=O)(=O)C2C3C=CC(CC3)C12 (centres undefined)	-3	-1%	-1%
O=[N+]([O-])c1cc2c(cc1Br)-c1ccccc1C2	6	-16%	-6%
CC(=O)Oc1ccc(-c2csc(Nc3ccccn3)n2)cc1	-8	0%	0%
CC(=NNC(N)=S)c1ccc2cc3c(cc2c1)OCO3	-11	0%	-2%
COc1ccccc1S(=O)(=O)N(C)C[C@@H]1Oc2cc(C#CCC(C)C)ccc2S(=O)(=O)N([C@H](C)CO)C[C@@H]1C	-7	-23%	-1%
CCCCCN(C(=O)CCC(=O)OCC(=O)NCCc1ccccc1)c1c(N)n(CCCC)c(=O)[nH]c1=O	10	-6%	i
CSc1ccc(CNC(=O)C2CCC(=O)N(CCc3ccc(Cl)cc3)C2)cc1 (centres undefined)	-2	-21%	-3%
CCN(CC)C(=O)C1=C(C)N(CCCOC)C(=O)C(CC(=O)NCc2cccc3ccccc23)C1 (centres undefined)	1	-14%	i

Complete entries from above. Screens in order: RXFP1 antagonist	Pol eta inh	Tb PGK inh
Results for CCCCCN(C(=O)CCC(=O)OCC(=O)NCCc1ccccc1)c1c(N)n(CCCC)c(=O)[nH]c1=O → 10	-6%	i
Results for COc1ccc(OCC(=O)Nc2ccc3c(c2)nc(CCN2CCN(c4ccccn4)CC2)n3C)cc1 → -1	-11%	-8%
Results for O=C1C2C3C=CC(CC3)C2S(=O)(=O)C2C3C=CC(CC3)C12 (centres undefined) → -3	-1%	-1%
Results for Cc1ccc(-c2cnc3c(c2)C(=O)N([C@H](C)CO)C[C@@H](C)[C@@H](CN(C)C(=O)Cc2ccccc2)O3)cc1 → -3	-16%	4%
Results for CCN(CC)C(=O)C1=C(C)N(CCCOC)C(=O)C(CC(=O)NCc2cccc3ccccc23)C1 (centres undefined) → 1	-14%	i

Next section
SMILES	RXFP1 antagonist	Pol eta inh	Tb PGK inh
COc1ccc(S(=O)(=O)NCc2cccnc2)c(Cl)c1Cl	-2	-7%	-8%
Cc1onc(-c2ccccc2)c1C(=O)OCC(=O)c1ccc(F)cc1	-4	-23%	-2%
C[C@H](CO)N1C[C@H](C)[C@@H](CN(C)C(=O)CC2CC2)Oc2cc(Br)ccc2S1(=O)=O	8	0%	-3%
C[C@H]1CN([C@@H](C)CO)C(=O)CCCn2nncc2CO[C@@H]1CN(C)S(=O)(=O)c1ccc(Oc2ccccc2)nc1	9	-2%	-4%
O=C(Nc1c2c(nn1-c1ccccc1)CS(=O)(=O)C2)C1CC1	3	-12%	-9%
Cc1ccn2c(=O)c(NC(=O)c3ccc4c(c3)OCO4)c(C)nc2c1	-3	-1%	7%
CCN(CC)Cc1c(C)[nH]c2ccc(NC(C)=O)cc2c1=O	10	-8%	-2%
CCc1c(C)c(C#N)c2nc3ccccc3n2c1NCCCN(C)C	0	-9%	-9%
O=C(O)CN1C(=O)C=CC1=O	12	?	?
COc1ccc(-n2ncc(C(C)NS(=O)(=O)c3cc(C)sc3C)c2C)cc1 (centres undefined)	-5	-8%	-5%
Nc1ncnn1Cc1ccccc1	-3	-12%	-2%
O=C1[C@H]2[C@@H](c3ccccc3)N[C@]3(CCCN(CC4CCCCC4)C3=O)[C@H]2C(=O)N1Cc1ccccc1	11	-4%	-4%
Cc1ccc(S(=O)(=O)NC(CC(=O)OCc2ccccc2)C(=O)OCc2ccccc2)cc1 (centres undefined)	13	-10%	0%
CCOc1ccc(/C=N/Nc2cc(N3CCOCC3)ncn2)c(O)c1	3	-5%	7%
O=C(OCC(=O)c1c[nH]c2ccccc12)c1ccc(F)c(S(=O)(=O)N2CCOCC2)c1	5	-21%	-5%
CC(C)CC1C(=O)N(Cc2cn(CCC3OCCCO3)nn2)CCS(=O)(=O)N1Cc1ccc(-c2ccc(Cl)nc2)cc1 (centres undefined)	10	?	-4%
COc1ccccc1N(C)S(=O)(=O)c1ccc(C(=O)N(C)Cc2cccc(OC)c2OC)cc1	5	-22%	-7%
N#Cc1nccc2ccc(OCc3ccc(Br)cc3)cc12	-1	-9%	i
CCCCCCN1C[C@H](O)[C@@H](n2cc(C3CC3)nn2)C[C@@H]1c1ccc(C)cc1	3	-18%	-8%
O=C(O)c1ccccc1C(=O)Nc1ccc(Nc2ccccc2)cc1	-8	-8%	-6%

Sorted by formula weight (lowest first): three of the compounds above
SMILES	RXFP1 antagonist	Pol eta inh	Tb PGK inh
COC(=O)c1cc([N+](=O)[O-])c(C)c(C)n1	-3	-13%	-5%
Cc1ccn2c(=O)c(NC(=O)c3ccc4c(c3)OCO4)c(C)nc2c1	-3	-1%	7%
Clc1ccc(NN(Cc2ccncc2)c2ccc(Cl)cc2)cc1	-10	-24%	i

Copied from the listing, 5 compounds:
SMILES	RXFP1 antagonist	Pol eta inh	Tb PGK inh
O=C(Nc1c2c(nn1-c1ccccc1)CS(=O)(=O)C2)C1CC1	3	-12%	-9%
Cc1ccn2c(=O)c(NC(=O)c3ccc4c(c3)OCO4)c(C)nc2c1	-3	-1%	7%
CCN(CC)Cc1c(C)[nH]c2ccc(NC(C)=O)cc2c1=O	10	-8%	-2%
CCc1c(C)c(C#N)c2nc3ccccc3n2c1NCCCN(C)C	0	-9%	-9%
O=C(O)CN1C(=O)C=CC1=O	12	?	?

(more compounds)
SMILES	RXFP1 antagonist	Pol eta inh	Tb PGK inh
COc1ccccc1Cn1c(=O)oc2ccccc21	-1	-12%	-5%
CC(=O)OC1CCC2(C)C(CCC3C4CC=C(C(C)=O)C4(C)OC(=O)CC32)C1 (centres undefined)	?	-5%	-9%
Cc1ccc([C@H]2C[C@H](O)[C@@H](n3cc(-c4ccc(F)cc4)nn3)CN2C(=O)C2CCCCC2)cc1	-6	-14%	-4%
O=C(OCc1cn([C@@H]2C[C@H](c3ccccc3)N(Cc3cccs3)C[C@H]2O)nn1)c1ccccc1	-4	-8%	-2%
C=CCCC(=O)N1C[C@H]2CON(C)[C@H]2C[C@H]1c1cccc(Oc2ccccc2)c1	-3	-8%	i
Cc1cc(C)c(NC(=O)COC(=O)C2=COCCO2)c(C)c1	-3	-10%	i
Cc1ccc([C@H]2C[C@@H](O)[C@H](n3cc(COC(=O)c4ccccc4)nn3)CN2C(=O)c2cccs2)cc1	-5	-6%	-7%

Source: PubChem (National Center for Advancing Translational Sciences (NCATS))
